14-3-3 Bad PPI: disrupts binding of bovine 14-3-3 zeta to phospho-Bad peptide | P63103 | TR-FRET 14-3-3zeta/Dy647-pBad peptide displacement, 1 h | inhibition, % at 21.7 µM | 220,000 tested, 0.71% active | AID 781;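 active means inhibition above about 70%, limit read from the data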;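 further: 0% = full 14-3-3 plus peptide FRET controls and 100% = background without 14-3-3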
Furin inh: human furin inhibition. P09958. purified furin, fluorogenic substrate cleavage. inhibition, % at 30 µM. 220,000 tested, 0.061% active. AID 463115; in the data active means inhibition above about 25%; further: inactives centre near -15
eIF4E 4G PPI: eIF4E/eIF4G interaction inhibition in translation initiation; P63073+Q04637; TR-FRET eIF4E-eIF4GI(517-606) binding, 2 h; inhibition, % at 21.7 µM; 220,000 tested, 0.37% active; AID 782;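 further: 0% = full FRET control wells and 100% = background wells lacking eIF4GI fragment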
NCF1 inh: blocks human p47phox regulatory protein of NADPH oxidases; 220,000 tested, 0.53% active; p47phox/p22phox peptide binding, fluorescence polarization, 2 h; AID 1274; inhibition, % at 24.7 µM; P14598;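 further: 0% = p47phox with labelled peptide and 100% = labelled peptide alone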
KLK5 inh: inhibitors of human kallikrein 5; 210,000 tested, 0.59% active; inhibition, % at 5 µM; Q9Y337; recombinant hK5, fluorogenic AMC substrate cleavage;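 active means inhibition of 40% or more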;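 further: 0% = enzyme controls without compound and 100% = no-enzyme blanks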
KCC2 mod: modulates chloride dependent transport by human KCC2. 190,000 tested, 2.2% active. B-score of Tl+ flux slope (higher = more flux/activation; lower = inhibition) at 10 µM. KCC2 cells, thallium flux FluoZin-2 fluorescence. AID 1456;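 active means thallium flux slope and its plate-corrected score both differing from the plate sample mean at a set confidence after two filtering rounds, in either direction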;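 further: slope of fluorescence scaled to starting intensity during 10 to 20 s after thallium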
Target sequence (Q9H2X9 whole entry, looked up): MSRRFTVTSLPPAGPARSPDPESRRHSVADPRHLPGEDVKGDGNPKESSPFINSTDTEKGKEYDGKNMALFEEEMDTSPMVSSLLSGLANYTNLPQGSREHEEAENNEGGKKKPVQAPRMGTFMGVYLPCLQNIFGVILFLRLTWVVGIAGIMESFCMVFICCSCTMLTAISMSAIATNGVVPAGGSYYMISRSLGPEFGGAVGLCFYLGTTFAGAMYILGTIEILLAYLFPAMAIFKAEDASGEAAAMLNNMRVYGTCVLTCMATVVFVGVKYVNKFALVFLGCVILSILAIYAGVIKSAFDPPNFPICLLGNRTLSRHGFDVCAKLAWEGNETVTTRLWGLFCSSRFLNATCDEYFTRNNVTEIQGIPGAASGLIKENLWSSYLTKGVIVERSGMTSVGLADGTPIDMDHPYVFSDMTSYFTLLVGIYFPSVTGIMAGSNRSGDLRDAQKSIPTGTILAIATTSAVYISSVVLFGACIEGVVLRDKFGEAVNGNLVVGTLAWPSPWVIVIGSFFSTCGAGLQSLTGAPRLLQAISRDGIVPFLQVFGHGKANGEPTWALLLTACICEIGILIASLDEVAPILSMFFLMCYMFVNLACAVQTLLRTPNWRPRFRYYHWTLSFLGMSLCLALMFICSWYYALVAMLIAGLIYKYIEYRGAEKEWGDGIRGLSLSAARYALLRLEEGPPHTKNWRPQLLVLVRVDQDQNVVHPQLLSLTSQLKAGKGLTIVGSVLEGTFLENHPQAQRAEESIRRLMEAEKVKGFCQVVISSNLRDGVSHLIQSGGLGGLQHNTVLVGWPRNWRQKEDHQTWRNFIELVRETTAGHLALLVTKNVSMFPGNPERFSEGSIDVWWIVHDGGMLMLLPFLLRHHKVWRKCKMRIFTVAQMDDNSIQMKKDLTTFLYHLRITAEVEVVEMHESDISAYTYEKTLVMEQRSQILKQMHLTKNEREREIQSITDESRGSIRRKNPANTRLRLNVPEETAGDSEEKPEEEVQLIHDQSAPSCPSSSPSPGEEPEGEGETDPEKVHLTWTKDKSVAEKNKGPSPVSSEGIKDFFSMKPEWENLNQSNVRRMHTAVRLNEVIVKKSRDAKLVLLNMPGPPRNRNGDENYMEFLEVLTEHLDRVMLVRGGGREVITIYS
EBV gp42 block: inhibitors of Epstein-Barr virus glycoprotein 42. Q1HVG2. Fluorescence polarization binding assay, mP read-out. inhibition, % (tested at 21.74 µM). 220,000 tested, 0.42% active. AID 1085; in the data active means inhibition above about 50%
thrombin 1536: blocks human thrombin protease activity. 220,000 tested, 0.26% active. alpha-thrombin, Boc-VPR-AMC fluorogenic substrate cleavage. inhibition, % at 5 µM;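 active means inhibition at or above 40%; inactive means inhibition below 40%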;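 further: 0% = enzyme with no compound and 100% = wells without enzyme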
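Test system: human alpha-thrombin protein / Dosing: one concentration per compound, 5 µM, with 0.2% DMSO / Medium: pH 7.5 Tris-saline with Tween 20 / Benchmarks: no-compound enzyme wells and no-enzyme blanks / Read-out basis: percent inhibition of thrombin substrate cleavage / Timing: reaction at room temperature / Measured by: fluorescence, ex 355 nm, em 460 nm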
Rad51 HR inh: blocks human Rad51 in homologous recombination. hRad51 DNA strand exchange, fluorescence dequenching. inhibition, % at 10 µM. 200,000 tested, 0.085% active. AID 1385;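 active means inhibition above 40% at the single screening dose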;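 further: 0% = DMSO control wells and 100% = blanks with heterologous ssDNA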
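Test system: preformed human Rad51 ssDNA filaments; also added: Donor/quencher-labelled 47-bp dsDNA substrate; doses: 10 µM final, single point; times: 37 °C 15-min filament assembly, 30-min compound preincubation, 15-min exchange; detection: FRET fluorescence dequenching, excitation 485 nm, emission 520 nm; read-out basis: Fluorescence-based percent inhibition, control- and blank-normalised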
* hit, by the source's call; i = inactive; nt = not tested or not shown; [ ] = another dose, or the depositor's remark.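 How the source made its calls, unless noted: active means inhibition above about 30% (limit read from the data); inactive means the rest.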 Rows were taken by chance; about 4.7% have a hit in one of these screens.

SMILES	14-3-3 Bad PPI	Furin inh	eIF4E 4G PPI	NCF1 inh	KLK5 inh	KCC2 mod	EBV gp42 block	thrombin 1536	Rad51 HR inh
NNC(=O)c1ccc(Cn2cc(Br)c(N)n2)cc1	-3	-22	3	-7	3	0.5	-13	-3	8
COC(=O)CCCCCCCCC(O)CN1CCCCC1 (stereo not drawn)	-2	-11	6[fluorescence artefact?]	-9	-13	-0.13	-6	-4	10
O=C(COc1ccc(Br)cc1Br)NC1CCCC1	-23	-28	-5	-9	-17	0.16	7	6	17
O=S(=O)(c1ccc(Br)s1)N1CCN(Cc2ccc3c(c2)OCO3)CC1	-5	-11[20 µM]	-10	2	3	-0.44	-17	11	1
Cn1ccsc1=NC(=O)c1ccc(Cl)cc1	-2	-14	-4	-6	-26	0.044	-15	0	-4
Cc1nnc(C)n1/N=C/c1cc(Br)cc(Br)c1O	-1	6	1[fluorescence artefact?]	-22	1	nt	19	-4	6
CCOC(=O)C1C(=O)C=C(C)C(C(=O)OCC)C1c1ccc(OC)cc1 (stereo not drawn)	nt	-16	nt	nt	4	-0.41	nt	4	-6
Cc1ccc(C2=NOC(=O)/C2=C\c2ccc(C)o2)cc1	1	-20	3	-14	0	-0.39	-10	-2	1
COc1ccc(OC)c2sc(NC(=O)C(C)C)nc12	7	-20	1	-26	0	-0.52	1	-7	4
COC(=O)c1oc2ccc(OC)cc2c1N	12	-27	2	-15	-35	0.57	-26	0	-3
O=C(Nc1cccc(S(=O)(=O)C(F)F)c1)c1ccc(S(=O)(=O)N2CCCC2)cc1	16	-8	2	-4	11	0.12	-4	28	-11
NC(=O)CSCc1nc2ccccc2s1	3	-9[20 µM]	2	-23	-2	0.027	-15	-1	-1
COc1ccc(OCC(O)Cn2cnc(-c3ccc(Br)cc3)c2)cc1 (stereo not drawn)	4[fluorescence artefact?]	-22[20 µM]	3	-2	-6	0.45	-11	-3	-4
ClC(/C=N/n1cnnc1)=C/c1ccccc1	3	-22	0	-4	-3	-0.27	-6	-8	nt
COc1ccc(-c2nnc(SCC(=O)NCc3ccco3)n2C)cc1	-4	-23	0	-8	-2	0.012	5	-6	0
O=C(Cn1cnc2cc([N+](=O)[O-])ccc2c1=O)NC(=O)NCc1ccccc1	11	-12	91*	-5	4	-0.18	-22	-3	2
S=C(NCc1ccco1)N1CCN(c2nc(-c3ccccc3)cs2)CC1	-10	-31	3	-27	1	0.17	-26	-7	-3
COc1cc(C(=S)N2CCC(C)CC2)ccc1O	-3	-2[20 µM]	1	4	-9	0.33	-26	3	-5
c1ccc2c(c1)nc(NCC1CCCO1)c1nnnn12 (stereo not drawn)	8	-27	6	-19	-2	-1.4	27	2	2
CCOC(=O)c1ccc(CN(Cc2ccccc2)S(=O)(=O)c2cccc([N+](=O)[O-])c2)cc1	0	-13	-3[fluorescence artefact?]	-10	-11	-0.098	-18	-9	-4
COc1ccc(C(=O)CSc2nnc(CNc3ccc(C)cc3C)o2)cc1	12[fluorescence artefact?]	-20[20 µM]	-2[fluorescence artefact?]	-15	3	0.6	-12	0	-7
Clc1ccccc1CSc1ncn(-c2ccccc2)n1	-4	-10[20 µM]	-5	-2	-2	nt	-23	-2	-7
N#Cc1c(NC(=O)CSc2nc(-c3ccco3)cc(C(F)(F)F)n2)sc2c1CCCC2	1	1[20 µM]	-5	-23	5	0.41	-19	-2	-9
COc1ccc(Cn2c(SCc3ccc(C)cc3)nc3cc(OC)c(OC)cc3c2=N)cc1Cl	6	-3[20 µM]	1	35*	-17	-0.2	-15	-1	5
CN(C#N)c1nccc(-c2cccs2)n1	-4	-30	0	2	-3	-0.95	1	-21	11
COc1ccc(C(=O)c2ccc(N3CCOCC3)cc2)c(OC)c1	2	3	3	-10	0	-0.01	-6	3	4
CNC(=O)NC(=O)C(C)OC(=O)c1cc2c(s1)CCCCC2 (stereo not drawn)	-4	-15	2	-3	10	-0.72	-7	-8	-3
CC(C)(C)C(=O)/C=c1\s/c(=C\c2ccc(-c3ccc([N+](=O)[O-])cc3)o2)c(=O)n1CC(=O)NC(N)=O	-10	-14	9	-4	-3	nt	-29	2	i
CC(CNCc1ccc2c(c1)OCO2)NCc1ccc2c(c1)OCO2 (stereo not drawn)	-1[fluorescence artefact?]	-17	0[fluorescence artefact?]	-8	-9	nt	-6	-7	9
CCCCSc1nc(C)cc(SCC(=O)N/N=C/c2ccccc2)n1	-8	-11	0	-12	-16	1.5	8	-1	11
CSc1nnc(-c2cc(-c3ccc(C)cc3)nc3ccccc23)o1	-19[fluorescence artefact?]	-19	0[fluorescence artefact?]	4	-23	0.024	-18	-6	0
Cc1ccc(C2=NN(C(=O)CSc3nc(N)cc(N)n3)C(c3ccco3)C2)cc1 (stereo not drawn)	-7	-26	4	-6	-2	-0.32	-7	2	nt
Cc1c(Cl)c([N+](=O)[O-])nn1CCCC(=O)NC1CCCCC1	-14	-22	1	-2	2	0.96	-5	28	7
CCN(CC)C(=O)CSc1nnc(COc2ccccc2)n1CC	-1	-16[20 µM]	-2	-14	0	-0.81	-21	3	2
Cn1c(=O)[nH]c2c(Cl)nccc21	-3	-26	8	-6	-3	0.46	-10	-7	2
CN(C(=O)c1ccc2c(c1)CCO2)C(C)(C)C	3	-25	2	-11	-1	1.2	-23	-6	nt
Cn1c(-c2ccc([N+](=O)[O-])cc2)nc2ccccc21	17	0	6	-5	-24	0.056	-12	1	-13
CC(C)CCn1c(Br)nc2c1c(=O)n(CC(N)=O)c(=O)n2C	7	-12	1	-6	-19	-0.67	-20	3	3
CC(=O)Oc1ccc(NC(=O)CSc2ccccc2)cc1	-5	-5[20 µM]	-8	-5	-3	nt	-13	4	1
O=S1(=O)C=C(Sc2nc3ccccc3s2)c2ccccc21	-17	5	5	-8	5	3.6	-2	-3	7
Cc1cccc(Oc2sc(C(=O)c3ccccc3)c(N)c2C#N)c1	-10	-8[20 µM]	-12	-4	8	-0.17	4	-3	11
Cc1nc2n[nH]c(N)c2c2c1CCCC2	0	2	-5	-3	4	0.38	2	-5	-26
Cn1cnnc1SCNC(=O)C(F)(F)F	-1[fluorescence artefact?]	-15	-2	-1	-13	nt	-1	2	-2
C=CCN1C(=O)CSc2ccc(C(=O)N3CCC(C)CC3)cc21	-5[fluorescence artefact?]	-6	0[fluorescence artefact?]	-1	-19	0.31	-4	-10	nt
CN1Cc2ccccc2N(CC(=O)NCc2ccccc2)C1=O	-5	-18	1	-5	-3	-0.53	-4	-1	-1
Cc1ccc2nc(Cn3cc(C(F)(F)F)ccc3=O)cc(=O)n2c1	-2	-24	-1	-3	-5	-0.38	-10	-7	20
COc1ccc(N2CCN(C(=O)c3ccc(CSc4ccccc4)cc3)CC2)cc1	7	-9	-4[fluorescence artefact?]	4	-5	-0.41	-15	-3	nt
C=CCn1c(C(C)NC(=O)c2cccs2)n[nH]c1=S (stereo not drawn)	0	-14	1	-10	-16	-0.26	-3	-1	nt

Entries listed so far with a tert-butyl group:
SMILES	14-3-3 Bad PPI	Furin inh	eIF4E 4G PPI	NCF1 inh	KLK5 inh	KCC2 mod	EBV gp42 block	thrombin 1536	Rad51 HR inh
CC(C)(C)C(=O)/C=c1\s/c(=C\c2ccc(-c3ccc([N+](=O)[O-])cc3)o2)c(=O)n1CC(=O)NC(N)=O	-10	-14	9	-4	-3	nt	-29	2	i
CN(C(=O)c1ccc2c(c1)CCO2)C(C)(C)C	3	-25	2	-11	-1	1.2	-23	-6	nt

A draw from above in order of SMILES length, lowest first.
SMILES	14-3-3 Bad PPI	Furin inh	eIF4E 4G PPI	NCF1 inh	KLK5 inh	KCC2 mod	EBV gp42 block	thrombin 1536	Rad51 HR inh
Cn1c(-c2ccc([N+](=O)[O-])cc2)nc2ccccc21	17	0	6	-5	-24	0.056	-12	1	-13
Cc1ccc2nc(Cn3cc(C(F)(F)F)ccc3=O)cc(=O)n2c1	-2	-24	-1	-3	-5	-0.38	-10	-7	20
COc1ccc(N2CCN(C(=O)c3ccc(CSc4ccccc4)cc3)CC2)cc1	7	-9	-4[fluorescence artefact?]	4	-5	-0.41	-15	-3	nt

Next section:
SMILES	14-3-3 Bad PPI	Furin inh	eIF4E 4G PPI	NCF1 inh	KLK5 inh	KCC2 mod	EBV gp42 block	thrombin 1536	Rad51 HR inh
CNC(=S)Nc1ccc(Nc2ccccc2)cc1	-3	-15[20 µM]	5	3	4	nt	-14	-4	-1
CC1(C)CC(=O)C(=Cc2cn(-c3ccccc3)nc2-c2ccc(Cl)cc2)C(=O)C1	-2	-21[20 µM]	4	-1	0	0.77	-6	3	-3
Cc1ccc(S(=O)(=O)N(C)C)cc1NC(=O)COC(=O)c1ccc2c(c1)OCCO2	1	-21	1	nt	nt	-0.94	-8	-2	nt
CC(=O)c1ccc(OCCCC(=O)n2nnc3ccccc32)cc1	2	-6	-3	3	-10	0.61	-2	-7	-3
CCOC(=O)c1[nH]c2ccc(OCC)cc2c1CCCN1C(=O)c2ccccc2C1=O	-2[fluorescence artefact?]	-31	4	-12	-5	1.2	-8	3	nt
NC(=O)C1(N2CCCCC2)CCN(Cc2nc3ccccc3c(=O)[nH]2)CC1	-20	-20[20 µM]	-12	-5	33	0.17	2	-5	4
COc1ccc(OC)c(-c2cn(S(=O)(=O)c3ccccc3)nc2N)c1	-4	-6[20 µM]	3	-6	-15	0.84	-28	-1	-5
CC1Cc2ccccc2N1S(=O)(=O)c1cccc2nsnc12 (stereo not drawn)	8	-14[20 µM]	4	-37	21	-0.35	-3	2	2
COc1cc(-c2nnc(-c3cc(OC)c(OC)c(OC)c3)o2)cc(OC)c1OC	12	-18[20 µM]	-1	1	-7	0.78	-4	0	-2
COc1ccc(C(C(=O)NC2CCCCC2)N(C(=O)Cc2c[nH]c3ccccc23)c2ccccc2C)cc1OC (stereo not drawn)	7	-13	3	3	-24	0.61	2	-5	-3
Cc1[nH]c2c(Br)cccc2c1[C@H]1[C@@H](CC#N)C1(C)C	-4	-3[20 µM]	3	-11	-4	-0.62	-11	1	-6
COc1cc(/C=N/n2c(-c3n[nH]c4c3CCC4)n[nH]c2=S)cc(OC)c1O	-1	-21	-3	-1	2	-1.5	0	0	-7
O=C(/C=C/NNC(=O)c1ccc(Cl)cc1)c1ccccc1	-29	-21	5	4	1	-0.16	-10	-4	2
COc1ccc(S(=O)(=O)Nc2nccs2)cc1OC	-2	-4	-2	1	16	nt	-13	4	-8
O=C(Nc1ccc(Cc2ccncc2)cc1)c1cc(F)c(F)cc1Cl	-7	-24	-3	2	1	-2	-12	16	1
O=C(CSc1nnc(-c2ccccc2)o1)N1CCN(c2ccccc2)CC1	0	-11[20 µM]	1[fluorescence artefact?]	-4	0	0.62	-3	-7	0
Cc1ccc(S(=O)(=O)NCCSCc2ccccc2)cc1	1	-11	-3	-12	2	-1.5	-11	-4	13
O=C(Nc1ccc(Br)cc1)N1CCCCC1	-8	-20	-1	-1	2	0	3	0	6
CCOC(=O)N1C2C=C(C)[C@@H]2[C@@H]2CC(=O)N21 (stereo partly drawn)	-4	-36	5	-6	3	0.13	-5	1	-24
CCOC(=O)CN1C(=O)NC2NC(=O)NC21 (stereo not drawn)	27	-7	4	-12	-9	0.64	-5	3	11
Cc1ccccc1NC(=S)N1CCCC(c2nc3ccccc3[nH]2)C1 (stereo not drawn)	-5	-25	-1	-5	-2	-0.072	-3	4	4
CC(=O)Nc1cccc(OC(=O)COc2ccc(Br)cc2)c1	-2	-22	-1	-16	-10	0.81	-20	4	15
O=C(O)/C=C/C(=O)NNc1ccc([N+](=O)[O-])cc1	-8	-12	3	7	2	0.11	-8	-11	-4

Screens: PubChem, several laboratories
